Screening data: PubChem, several laboratories
EP2 antag – blocks the human prostaglandin E2 receptor EP2; P43116; C6 glioma cells expressing human EP2, cAMP TR-FRET; cells stimulated with saturating PGE2; inhibition, % at 25 µM; 260,000 compounds, 0.52% hits; AID 1422;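 active = percent inhibition above 40 after rounding to a whole number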;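 note: rat C6 glioma host cells with rolipram phosphodiesterase inhibitor present; the protocol text gives 20 µM as final concentration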
RBBP9 inh – blocks human serine hydrolase RBBP9; 220,000 compounds, 0.2% hits; recombinant RBBP9, FP-Rh probe fluorescence polarization; inhibition, % at 7.94 µM; O75884; AID 1515;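 active = inhibition above the campaign mean of all tested compounds plus 3 SD, cut at about 14% in these data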;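 note: plate controls were DMSO wells with RBBP9 for no effect and wells lacking RBBP9 protein for full effect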
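System: RBBP9 protein | Quantity: 2.5 µM RBBP9 dispensing solution, before mixing | Reagent: FP-Rh probe, 375 nM dispensing solution | Timing: Enzyme-compound preincubation 30 min, then probe labeling 45 min, 25 °C | Measured by: Fluorescence polarization | Read-out: % inhibition | Replication: One well per compound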
zVAD death inh – blocks zVAD induced death of L929 cells; L929 zVAD necroptosis rescue, ATP luminescence, 24 h; with zVAD 60 µM; viability rescue, % at 10 µM; 220,000 compounds, 0.38% hits; AID 1377;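 active = activation, scaled between plate controls, above about 75%, limit read from the data; inactive = activation under that limit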;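 note: 0% = zVAD with DMSO and 100% = DMSO alone without zVAD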
Hck Nef HTS – blocks Nef-activated human Hck kinase; Recombinant Hck-YEEI plus Nef, Z-Lyte FRET kinase assay; inhibition, % at 20 µM; 220,000 compounds, 0.68% hits;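 active = Hck-Nef kinase inhibition above about 50%, limit read from the data; inactive = inhibition below that limit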;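 note: 0% = DMSO with Hck plus Nef and 100% = Hck alone without Nef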
PERK inhibitor – blocks human PERK kinase; inhibition, % at 5.6 µM; Q9NZJ5; 220,000 compounds, 0.17% hits; CHO PERK-DD fusion, SEAP luminescence translation reporter; AID 1416;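 active = inhibition above the mean inhibition of all tested compounds plus 3 SD, set separately per screening campaign, cut at about 2.9% in these data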;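 note: PERK kinase domain activated by AP20187 dimerizer at 100 nM; 0% = DMSO with dimerizer and 100% = rapamycin at 8.4 µM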
Target sequence (Q9NZJ5 whole entry, looked up, the tested form may be a part): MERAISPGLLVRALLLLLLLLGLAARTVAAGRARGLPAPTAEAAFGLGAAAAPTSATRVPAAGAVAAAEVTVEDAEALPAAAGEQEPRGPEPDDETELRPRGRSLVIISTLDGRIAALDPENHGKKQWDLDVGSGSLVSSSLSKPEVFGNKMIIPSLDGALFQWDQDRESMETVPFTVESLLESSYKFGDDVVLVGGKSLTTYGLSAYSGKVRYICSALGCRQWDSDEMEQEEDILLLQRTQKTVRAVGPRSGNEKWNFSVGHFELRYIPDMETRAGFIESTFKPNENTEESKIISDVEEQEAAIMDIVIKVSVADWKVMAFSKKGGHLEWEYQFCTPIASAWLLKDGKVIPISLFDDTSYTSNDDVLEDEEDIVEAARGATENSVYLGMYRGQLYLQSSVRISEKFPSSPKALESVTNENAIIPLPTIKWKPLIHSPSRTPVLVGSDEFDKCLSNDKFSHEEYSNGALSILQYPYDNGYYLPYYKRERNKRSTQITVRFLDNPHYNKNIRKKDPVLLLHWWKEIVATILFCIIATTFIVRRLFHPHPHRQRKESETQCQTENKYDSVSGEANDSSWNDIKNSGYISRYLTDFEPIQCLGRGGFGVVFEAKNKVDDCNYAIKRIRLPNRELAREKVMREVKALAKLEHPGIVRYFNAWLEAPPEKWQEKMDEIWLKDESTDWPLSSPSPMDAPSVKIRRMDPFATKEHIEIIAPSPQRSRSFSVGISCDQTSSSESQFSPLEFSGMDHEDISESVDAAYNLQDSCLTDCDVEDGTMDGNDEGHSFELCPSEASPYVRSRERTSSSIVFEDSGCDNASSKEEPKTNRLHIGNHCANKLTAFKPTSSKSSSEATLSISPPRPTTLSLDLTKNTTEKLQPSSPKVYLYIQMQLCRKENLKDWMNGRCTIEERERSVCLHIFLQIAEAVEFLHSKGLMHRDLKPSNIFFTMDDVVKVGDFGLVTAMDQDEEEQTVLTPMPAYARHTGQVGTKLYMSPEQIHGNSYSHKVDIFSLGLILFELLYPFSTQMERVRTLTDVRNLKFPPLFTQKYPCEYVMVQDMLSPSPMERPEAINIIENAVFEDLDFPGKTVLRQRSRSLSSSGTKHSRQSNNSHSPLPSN
TNF death inh – TNF-alpha cell death inhibition in Jurkat FADD-/- cells | Jurkat FADD-/- TNF necroptosis rescue, ATP luminescence, 24 h; 0 = TNF only, 100 = no-TNF cells | activation (protection from cell death), % at 10 µM | 220,000 compounds, 0.068% hits | AID 463075;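 active = activation, meaning protection from cell death, of at least 50% relative to plate controls; inactive = activation below 50%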;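 note: necroptosis triggered by 40 ng/mL TNF-alpha added together with compound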
EP2 mod – modulators of human EP2 prostaglandin E2 receptor; EP2-expressing cells, cAMP HTRF FRET, PGE2 co-stimulation; 260,000 compounds, 0.83% hits; AID 940; induction, % at 25 µM; P43116;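 active = compounds whose cAMP rise, as percent of the full-agonist control response, exceeds 60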;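 note: rat C6 glioma line stably carrying human EP2 under a CMV promoter; the protocol text gives 20 µM as final concentration; 100% = response of wells given 1 µM PGE2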
Runt-CBFb FRET – blocks binding of human RUNX1 Runt domain to CBFb; inhibition, % at 20 µM; 220,000 compounds, 0.46% hits; AID 1496; Cerulean-Runt/Venus-CBFb FRET ratio 530/480, 1 h;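 active = inhibition over about 50% at 20 µM in the single-dose screen, limit read from the data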;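 note: 0% = DMSO wells and 100% = excess unlabeled CBFb competitor control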
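Reagent – Venus-CBFb binding partner, 100 nM · Assay system – Cerulean-tagged RUNX1 Runt domain (FRET donor) fusion protein · Input – 100 nM per protein · Incubation – two 1 h room-temperature incubations shielded from light · Measured by – FRET fluorescence · Medium – Tris buffer pH 7.5 with salts and BSA · Benchmarks – unlabeled CBFb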
Runt-SMMHC FRET – inhibitors of human RUNX1 Runt domain binding to CBFb-SMMHC; Cerulean-Runt/Venus-CBFb-SMMHC FRET ratio 530/480, 1 h; inhibition, % at 20 µM; 220,000 compounds, 0.74% hits; Q01196+Q13951;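 active = mean inhibition across duplicate retests at 20 µM reaching about 50%, limit read from the data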;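 note: 0% = DMSO wells and 100% = wells with excess untagged CBFb-SMMHC; inhibitors lower the FRET ratio by blocking Runt binding to CBFb-SMMHC; some results filed as inactive read as strong as hits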
Active calls of the source: *; nt = not tested or not shown. These rows are one share of the data (hit frequency here may not be typical).

SMILES	EP2 antag	RBBP9 inh	zVAD death inh	Hck Nef HTS	PERK inhibitor	TNF death inh	EP2 mod	Runt-CBFb FRET	Runt-SMMHC FRET
C=CCNC(=O)c1onc(CSc2ccc(OC)cc2)c1C(=O)O	8	1	0.3	1	0.6	-0.7	5	2	3
O=C(O)C1=C(OCc2ccc(F)c(F)c2)C(=O)NCC1	5	-3	0.1	0	2.2	-0.4	31	-1	0
Cn1cc(C(=O)c2ccc(Cl)cc2Cl)cc1C(=O)O	nt	0	0.3	3	0.7	-2.7	18	1	5
CCCC1CCC(c2nc(-c3cccnc3)no2)CC1 (stereo unspecified)	8	-5	0.5	2	1.0	-2.6	55	-5	-11
O=C(NCc1cccs1)C1CC(=O)N(c2ccccc2)C1 (stereo unspecified)	7	-8	0.1	-1	1.2	-0.4	37	-1	1
O=C(O)C1C(c2ccccc2)C(C(=O)Oc2ccc(O)cc2)C1c1ccccc1 (stereo unspecified)	7	0	-0.1	2	0.0	-0.2	-11	1	0
CC1CCN(CCNC(=O)CCS(=O)(=O)c2ccc(Br)cc2)CC1	8	8	1.4	-3	-0.5	2.3	-1	1	-2
COc1ccc(C(=O)N2CCN(c3cccc(Cl)c3)CC2)cc1	9	-3	-0.7	9	-0.3	-2.2	-71	-4	-1
COc1ccc(OC)c(NC(=O)CSc2nnc(Cc3cccn3C)n2-c2ccc(F)cc2)c1	6	-4	-0.3	17	-0.8	2.4	19	-2	-5
Cc1cc(C)nc(NS(=O)(=O)c2ccc(NC(=O)CSc3nc(-c4ccccc4)c(C#N)c(=O)[nH]3)cc2)n1	24	-5	0.6	14	1.0	-0.7	62*	0	0
O=C(OCC(=O)N1CCN(C(=O)c2ccco2)CC1)c1sc2ccccc2c1Cl	-5	-5	0.4	2	0.6	-0.1	-35	-4	-53
COc1ccc2oc(=O)c(C(=O)n3ccc(C)n3)cc2c1	5	5	0.6	6	0.5	0.4	-5	3	0
O=C(COC(=O)C1=Cc2ccccc2OC1)NCc1ccco1	4	-3	7.6	12	0.0	1.2	-3	2	4
C=CCN1CN(CCc2ccccc2)CNC1=S	4	-1	0.4	12	0.2	2.9	-6	-2	2
Cc1ccc2occ(CN3CCN(Cc4ccccc4)CC3)c(=O)c2c1	nt	-5	0.4	2	-0.2	-2.3	-7	-1	-8
CCC(C)(C(=O)NC1CCCCC1)N(C(=O)CC1NC(=O)NC1=O)c1c(C)n(C)n(-c2ccccc2)c1=O (stereo unspecified)	5	-8	1.6	15	0.0	1.8	20	1	1
O=C(CCNC(=O)Cn1ccc2ccccc2c1=O)NCCCN1CCN(c2ccc(F)cc2)CC1	5	-1	-0.7	0	0.0	-1.2	-8	nt	-3
CCCCn1c(CCC(=O)O)ccc1-c1cccs1	20	-4	0.5	21	1.0	0.8	12	17	32
CCn1nnc2cc(C(=O)O)ccc21	12	2	0.4	-9	0.7	1.4	-2	0	1
CCOC(=O)c1nnn(-c2nonc2N)c1-c1cccs1	9	1	3.7	6	0.8	1.6	12	0	6
N#C/C(=C\c1c(F)cccc1Cl)c1nn(-c2ccccc2)c(-n2cccc2)c1C#N	3	1	-0.6	5	-0.2	-8.2	8	1	1
COc1ccccc1CC(NC(C)=O)C(=O)N1CCN(C(=O)c2cccs2)CC1 (stereo unspecified)	11	-8	-0.5	7	0.3	-0.3	0	1	-2
Cc1sc2nc(CN3CCOCC3)[nH]c(=S)c2c1C	4	2	-1.4	16	-0.5	-1.4	-22	24	19
Cc1cc(C(F)(F)F)c(C#N)c(SCC(=O)Nc2nc3cc(Br)ccc3s2)n1	9	-1	0.1	-1	0.5	2.2	21	-6	-292
CCOC(=O)NNc1cc(C(F)(F)F)ccn1	13	1	2.0	7	1.3	-0.1	-2	3	0
CCCCN(C)CCn1c(=S)[nH]c2ncccc2c1=O	3	-10	0.0	9	0.4	-0.1	13	2	0
O=C1C2C(C(=O)N1c1ccc3c(c1)OCO3)C1C=CC2C12CC2 (stereo unspecified)	5	-8	0.1	0	1.0	-1.6	30	0	3
Cc1ccc(S(=O)(=O)/N=C(/NC(=S)Nc2ccccc2)c2ccccc2)cc1	12	-14	0.8	-19	-0.1	2.3	24	4	-1
Cc1nn(-c2ccccc2)c(C)c1NC(=O)Cc1cccs1	14	-1	nt	-2	0.8	-0.6	15	-1	-6
O=C(N/N=C/CCc1ccccc1)C1CCCCC1	8	3	0.8	4	0.8	1.2	20	-1	-3

Next section; it opens with the 2 that closed the last part.
SMILES	EP2 antag	RBBP9 inh	zVAD death inh	Hck Nef HTS	PERK inhibitor	TNF death inh	EP2 mod	Runt-CBFb FRET	Runt-SMMHC FRET
Cc1nn(-c2ccccc2)c(C)c1NC(=O)Cc1cccs1	14	-1	nt	-2	0.8	-0.6	15	-1	-6
O=C(N/N=C/CCc1ccccc1)C1CCCCC1	8	3	0.8	4	0.8	1.2	20	-1	-3
Cc1cc(-c2cc(-c3ccccc3)on2)nc(NCC2CC2)n1	2	nt	0.5	26	nt	1.3	27	-1	1
CC(C)NC(=O)N1CCN(c2ccncc2S(=O)(=O)N2CCOCC2)CC1	3	-8	0.1	-2	0.8	-1.3	9	0	-10
COc1cccc(C2CC(=O)Nc3cc4c(cc32)OCCO4)c1OC(C)C (stereo unspecified)	12	0	2.2	-2	-0.5	-3.3	29	3	0
COC(=O)c1ccccc1NC(=O)COc1ccccc1	8	1	-0.3	-1	-1.1	0.3	27	-2	-4
Cc1nc(CCNC(=O)c2cccs2)cs1	6	1	-0.4	15	0.9	-1.2	14	-3	-9
CC(C)(C)NS(=O)(=O)c1ccc(NC(=O)C2CCCCC2)cc1	2	-8	-0.8	-33	0.8	1.6	-23	-2	0
O=C(CCN1C(=O)CSC1=O)Nc1ccccc1	12	3	-0.6	0	0.3	11	2	2	1
O=C(c1ccc([N+](=O)[O-])c(CS(=O)(=O)c2ccc(Cl)cc2)c1)N1CCCCC1	2	-6	-0.8	27	0.0	0.8	-29	1	2
CNC(=S)N/N=C(\C)c1ccc2c(c1)OCCO2	10	3	0.2	7	1.5	-0.7	-17	1	2
COCCNC(=O)CSc1nc2scc(-c3ccccc3)c2c(=O)[nH]1	10	-11	0.3	-1	0.3	-0.4	16	1	9
O=C(c1ccc(F)cc1)C1CCN(C(=O)Nc2ccc(F)cc2)CC1	0	-4	0.2	2	0.1	-0.2	21	nt	-2
Cn1c(NC(=O)c2cc(Br)ccc2Cl)cc(=O)n(C)c1=O	6	-13	-0.2	0	-0.6	0.9	10	3	-3
COCCNC(=O)C(=O)c1c(-c2ccccc2)[nH]c2ccccc12	6	-4	1.2	17	0.6	-0.1	-2	1	1
Cn1c(=O)c(C(=O)CCl)c(N)n(Cc2ccccc2)c1=O	-2	-9	-3.0	1	0.0	-16	-10	-1	-1
O=C(NC1CCCCC1)C(c1cccs1)N(C(=O)c1ccco1)c1ccc2c(c1)OCCO2 (stereo unspecified)	17	3	-0.7	-6	-0.7	0.9	28	14	-2
Cc1nc2ccccc2c(=O)n1/N=C/C=C/c1ccccc1	4	-1	0.2	16	-1.1	-1.3	19	0	0
COc1ccc(N2CCN(Cc3nc(-c4ccccc4)no3)CC2)cc1	11	4	10	23	0.6	0.6	-30	nt	nt
COc1ccc(-c2ccnc(SCC(=O)c3ccc(OC)c(OC)c3)n2)cc1	10	-9	1.1	1	0.1	0.8	9	-3	-4
O=c1[nH]c2ccc([N+](=O)[O-])cc2nc1/C=C(\O)c1ccccc1	5	0	-0.5	24	-0.4	-0.3	10	-12	-32
Cc1ccc(C)c2[nH]c(=O)c(CCNC(=O)c3cccs3)cc12	7	-8	nt	-10	-1.0	0.0	-11	-1	0
O=C(Cn1nnc(-c2ccc(S(=O)(=O)N3CCCC3)cc2)n1)Nc1ccccc1-n1cccc1	8	-1	0.8	0	-0.7	-0.9	5	-1	1
CC1CCCC(NC(=O)COC(=O)c2ccc3ccccc3n2)C1C (stereo unspecified)	9	-4	-0.8	-20	-0.3	-0.8	6	-1	-6
CCOC(=O)c1c(NC(=O)c2nc3n(n2)C(C(F)F)CC(C)N3)sc2c1CCCC2 (stereo unspecified)	10	-1	2.7	2	-0.2	-0.8	15	-6	-1
Cc1cccc(C(=O)N2CCC(=O)N(C(COCc3cccc(C(F)(F)F)c3)Cc3ccccc3)CC2)c1 (stereo unspecified)	4	6	3.3	-2	-0.6	0.7	35	-10	-8
COc1ccc(-c2nc3ccccn3c2C=O)cc1	7	-14	0.9	13	0.7	0.8	-5	1	0
N#CC1=C(N)Oc2c(ccc3ccccc23)C1c1cccs1 (stereo unspecified)	23	-8	-0.8	1	-0.3	-10	15	-16	-62
O=C(Cn1ncc(Cl)c(Cl)c1=O)N1CCc2ccccc21	4	-5	69	31	-0.4	-15	11	2	-4
CCOC(=O)C1=C(C)NC2=C(C(=O)CC(C)(C)C2)C1c1cccc(C)n1 (stereo unspecified)	12	-6	-0.3	31	0.3	0.1	1	37	88*
Cc1ccc(C(=O)N/C(=C/c2ccc(-c3cccc([N+](=O)[O-])c3)o2)C(=O)NCCCN(C)C)cc1	3	-4	21	19	-1.3	-0.5	-39	0	-1
O=C(N/N=C/c1cc([N+](=O)[O-])ccc1O)c1c[nH]c2ccccc12	10	0	0.0	35	0.4	-9.8	-28	-4	-1
Cc1cc(N2CCC(C(=O)Nc3ccc(F)cc3)CC2)nc(-c2ccccc2)n1	10	-13	2.8	-1	-0.3	1.8	-58	2	2
O=C1Nc2ccc(Br)cc2/C1=N/N=C/C1=C(N2CCOCC2)C(=C\c2ccccc2)/CC1	10	6	-1.9	-2	0.3	-21	-33	2	-4
CN(CCc1ccccn1)C(=O)c1nn2c(C(F)(F)F)cc(-c3ccco3)nc2c1Cl	8	6	1.3	1	-0.3	-0.4	-3	-8	-22
Cc1ccc(OC(C)C(=O)N(Cc2cccs2)C2CCS(=O)(=O)C2)cc1C (stereo unspecified)	9	-4	-0.3	15	0.0	1.5	-11	0	-6
COc1ccc(C(=O)NNC(=O)CSc2nc3c([nH]2)c(=O)n(C)c(=O)n3C)cc1	2	-6	4.2	19	1.2	1.5	26	1	-4
O=C(COC(=O)CC(c1ccccc1)c1ccccc1)NCc1ccc(Cl)cc1	5	-10	0.2	4	0.3	1.7	12	-2	-8
O=C(Nc1cccc(NC(=O)c2cccs2)c1)c1ccco1	13	-5	-0.6	-5	-0.9	4.0	-9	-2	2
CCOc1ccc2nc(NC(=O)CN3CCN(C)CC3)sc2c1	7	-7	64	0	0.2	1.9	2	0	-5
N#CCCCN1C(=O)C(=C(C#N)C#N)c2ccccc21	14	-9	76*	23	0.6	-0.7	-75	-2	0
COc1ccc(NC(=O)c2c3c(nc4ccccc24)CCN(Cc2ccccc2)C3)c(OC)c1	9	3	-0.5	24	-0.5	-7.3	-30	2	-2
CC(NC(=O)C1CCCCC1)C(=O)NC1=NCCS1 (stereo unspecified)	8	-18	-1.1	-19	-1.5	0.0	27	-1	0
